# Assay outcomes (PubChem BioAssay)
# RNase H inhibition – RNase H inhibition, HIV 1 Gag Pol polyprotein, FRET biochemical assay, screening (AID 372); HIV-1 RT RNase H, FRET RNA/DNA substrate fluorescence; higher % means a stronger effect; inhibition, % at 10 µM; hits with a dose series show IC50 in µM; 100,000 tested, 0.77% active; in the data active means inhibition above about 50%
# Numbers without * were called inactive. Not all compounds are listed, so the mix of outcomes need not match the whole.
entry	compound	RNase H inhibition
1	Cc1ccc(C(=O)N2CCN(Cc3ccc4c(c3)OCO4)CC2)cc1	15%
2	O=C1C2ON(c3ccccc3)C(c3cccc(Br)c3)C2C(=O)N1c1ccccc1 (stereo not given)	9%
3	CCOc1cc(OCC)cc(C(=O)Nc2ccc(Cl)cn2)c1	11%
4	COC(=O)c1ccccc1NC(=O)c1ccccc1CCc1ccccc1	6%
5	Cc1ccccc1OCC(=O)Nc1ccc(Cl)c(C(F)(F)F)c1	0%
6	O=C(NNC(=O)c1cc([N+](=O)[O-])ccc1Cl)c1cccc(Cl)c1	0%
7	Oc1c(I)cc(I)cc1C=Nc1ccc2c(c1)oc1ccccc12	20%
8	Cc1cc(Cl)ccc1NC(=O)CCC(=O)N/N=C/c1c(O)ccc2ccccc12	9%
9	Cc1ccc(N(CC(=O)N2CCCC2)S(C)(=O)=O)cc1Cl	3%
10	CCOC(=O)C1=C(C)N=c2s/c(=C\c3ccccc3OCc3ccccc3Cl)c(=O)n2C1c1ccc(C)cc1 (stereo not given)	11%
11	CC1CC(Nc2ccccc2)c2ccccc2N1C(=O)Nc1cccc(Cl)c1 (stereo not given)	9%
12	COc1cc2c(cc1OC)C(c1ccccc1)NC(=O)C2 (stereo not given)	5%
13	Nc1nonc1NC(=O)N/N=C\c1ccccc1F	1%
14	COc1c(Cl)cc(/C=C2\C(=O)NC(=O)N(c3cccc(Br)c3)C2=O)cc1Cl	35%
15	COc1cc(C=Nc2ccc(Cl)cc2)cc(Br)c1O	4%
16	O=c1cc(C(F)(F)C(F)F)oc2ccccc12	0%
17	COc1cccc(C2NC(=S)NC(C)=C2C(=O)Nc2ccc(C)cc2)c1 (stereo not given)	3%
18	O=[N+]([O-])c1ccc(/C=N/C(=S)NNc2ccccc2)o1	11%
19	Cc1ccc(C(=O)Nc2ccc(-c3nc4ccccc4s3)cc2)cc1C	26%
20	CCOC(=O)C1=C(C)N=c2s/c(=C\c3cccc(OCc4ccc(Cl)cc4)c3)c(=O)n2C1c1ccc(OC)cc1 (stereo not given)	12%
21	O=C1CCCCC1Oc1ccc2c3c(c(=O)oc2c1)CCC3 (stereo not given)	1%
22	COc1ccccc1N1C(=O)NC(=O)/C(=C/c2cc(OC)c(OC)c(OC)c2)C1=O	7%
23	Cc1cc(-c2ccccc2)nc(N/N=C/c2cccnc2)n1	3%
24	CCc1ccc(-n2c(C)cc(/C=C(\C#N)C(=O)Nc3ccc(F)cc3)c2C)cc1	10%
25	COc1cc(/C=C2\C(=O)NC(=O)N(c3ccc(C)cc3)C2=O)c(Br)cc1O	20%
26	CC(C)Cn1c(CCCN2C(=O)c3ccccc3C2=O)nc2ccccc2c1=O	10%
27	Cc1cc(C)c(NC(=O)c2ccccc2[N+](=O)[O-])c(C)c1	0%
28	COc1ccc(/C=C\C(=O)C2C(=O)c3ccccc3C2=O)cc1	0%
29	CC(C)(C)c1cc(C(F)(F)F)c2c(=O)n(-c3ccccc3)[nH]c2n1	0%
30	Cc1cc(C)c(C(=O)c2ccc(C(=O)NC3CCCCC3)cc2)c(C)c1	0%
31	CCOC(=O)C1=C(C)N=c2s/c(=C\c3c(OCC)ccc4ccccc34)c(=O)n2C1c1ccc(OC)cc1 (stereo not given)	0%
32	COc1ccc(C(=O)N2CCN(C3CCC(c4ccccc4)CC3)CC2)cc1 (stereo not given)	9%
33	Cc1cc(C=O)c(C)n1-c1cc(C(=O)O)cc(C(=O)O)c1	17%
34	CCOC(=O)COc1c(Cl)cc(/C=C2\C(=O)NC(=O)N(c3ccc(OC)cc3)C2=O)cc1Cl	9%
35	Cc1ccc(N2C(=O)c3ccccc3NC2c2ccccc2O)cc1 (stereo not given)	3%
36	O=C(CSCc1cccc(Br)c1)N1CCCCCC1	0%
37	COC(=O)c1c(NC(=O)c2cc(-c3ccccc3Cl)nc3ccccc23)sc2c1CCC(C(C)(C)C)C2 (stereo not given)	10%
38	CC(=O)n1cc(/C=C2\N=C(c3cccs3)OC2=O)c(-c2ccccc2)n1	5%
39	NC(=O)c1ccc(NC(=O)c2cc(C(F)(F)F)cc(C(F)(F)F)c2)cc1	0%
40	CS(=O)(=O)N(Cc1ccc(C(=O)NCC2CCCO2)cc1)c1ccccc1 (stereo not given)	3%
41	O=C(c1cccs1)N(C1CCCCC1)C1CCCCC1	14%
42	O=c1[nH]cnc2c1C1(CCCC1)Cc1ccccc1-2	7%
43	CCOC(=O)/C=C(\C)Nc1cc(-c2ccc(Br)cc2)[nH]n1	0%
44	CN(C)CCCCCCCCCCNC(=O)/C=N\O	12%
45	O=C(/C=C/c1ccccc1Cl)Nc1ccc(F)c(F)c1	20%
46	CCCCN1C(=O)/C(=C/c2ccc(Cl)c(Cl)c2)SC1=S	17%
47	Cc1cc(Cl)cc(C)c1OCCN1CCOCC1	1%
48	CCCSc1nsc(SCCC)c1C(=O)O	10%
49	CCC1CCc2c(sc(NC(=O)c3cc(-c4ccc(Cl)s4)nc4ccccc34)c2C(=O)OC)C1 (stereo not given)	5%
50	O=C(CSc1ccccc1)Nc1nnc(CSc2ccccc2)s1	33%

# (continued)
entry	compound	RNase H inhibition
51	CCC1(C)CC(CCNCc2ccc(OC)c(OC)c2)(c2ccc(F)cc2)CCO1 (stereo not given)	5%
52	COc1ccc(Cl)cc1NC(=O)c1cc(-c2ccccc2C)nc2ccccc12	12%
53	O=C(NNC(=O)c1ccco1)c1cccc(Cl)c1	0%
54	COc1cccc(/C=C2\C(=O)NC(=O)N(C)C2=O)c1	3%
55	CCC(=O)Nc1ccc(NC(=O)c2ccc(OC)c(Br)c2)cc1	8%
56	COc1ccc(C(=O)NC(=S)Nc2ccc(C(C)=O)cc2)cc1Br	10%
57	N#CN=C1CCCCCN1CC(N)=O	6%
58	O=C(COc1ccc2ccccc2c1)N1CCN(C(=O)c2cccnc2)CC1	4%
59	COc1ccc(NC(=S)NC(=O)c2cccc(Br)c2)cc1Cl	6%
60	Cc1ccc(C(=O)O/N=C(\N)c2ccccn2)cc1	2%
61	COc1ccccc1Nc1ccc([N+](=O)[O-])c2nonc12	30%
62	COc1ccc(CN2CCN(C3CCCCC3)CC2)c(OC)c1	0%
63	COc1cc(Nc2nc(-c3ccc(S(=O)(=O)N4CCCCC4)cc3)cs2)c(OC)cc1Cl	27%
64	COc1cc(OC)c(C=Nc2cccc(Cl)c2C)cc1Br	7%
65	CC1=C(C(=O)OC(C)C)C(c2cccnc2)C2=C(CCCC2=O)N1 (stereo not given)	1%
66	CCN(CC)C(=O)c1ccc(CN2CCOCC2)o1	3%
67	COc1cc(NC(=O)c2ccc(-c3ccc([N+](=O)[O-])cc3)o2)ccc1NC(=O)c1cc2ccccc2o1	22%
68	Cc1ccc(N2CCN(/N=C\c3ccccc3C(F)(F)F)CC2)cc1	3%
69	CNC(=O)CCC(=O)Nc1ccc(C)cc1C	0%
70	CSc1nc(-c2ccccc2)nc2[nH]ccc(=O)c12	5%
71	COc1ccc2ccccc2c1C=Nc1cccc([N+](=O)[O-])c1	37%
72	O=C(NCc1ccccc1)C(=O)Nc1ccc(Cl)cc1	2%
73	CCCc1ccc(OCC(O)CNC(C)C)cc1 (stereo not given)	6%
74	CN1CCN(CC(=O)N2c3ccccc3Sc3ccccc32)CC1	0%
75	CC1(C)C(C=C(Cl)Cl)C1C(=O)Nc1ccc(S(N)(=O)=O)cc1 (stereo not given)	0%
76	CN1CCN(C(=S)NC(=O)c2ccn(C)n2)CC1	10%
77	OCCSc1nncn1/N=C/c1c[nH]c2ccccc12	0%
78	COc1ccc(C(=O)Nc2cccc(/C=C/C(=O)c3ccccc3)c2)cc1OC	3%
79	COc1cc(Br)c(/C=C2\C(=O)NC(=O)N(c3ccc(C)cc3)C2=O)cc1OC	5%
80	CCOC(=O)c1c(N)sc(NC(=O)c2ccc(C)cc2C)c1C	0%
81	N#C/C(=C\c1ccc(-c2ccccc2Cl)o1)C(=O)Nc1cccc2cccnc12	11%
82	O=C(CSc1nc2ccc([N+](=O)[O-])cc2s1)c1ccc(Cl)cc1	11%
83	O=C(Nc1cccc(NC(=O)c2cccc3ccccc23)c1)c1cccc(Cl)c1	17%
84	Cc1cc(Cl)ccc1NC(=O)CCc1ccccc1	10%
85	COc1ccc(Br)cc1C=Nn1c(-c2ccc(Cl)cc2Cl)n[nH]c1=S	21%
86	O=C(/C=C/c1ccccc1)Oc1ccc(Cl)cc1Cl	23%
87	COc1ccccc1Cc1noc(COc2ccc3ccccc3c2)n1	19%
88	CCOC(=O)c1c(C)nc(C)c(C(=O)OCC)c1-c1ccc(OC)cc1	8%
89	CCc1ccc(NC(=S)NC(=O)c2ccc(C)cc2)cc1	8%
90	CC1(C)CC(=O)C=C(/C=C/c2ccc(N3N=N3)cc2)C1	7%
91	CCc1cccc(C)c1NC(=O)CCC1CCCC1	5%
92	CC1=C(C(=O)OCCOc2ccccc2)C(c2ccc(O)cc2)C2=C(CC(c3ccccc3)CC2=O)N1 (stereo not given)	9%
93	CC1=NN(c2ccc(C)cc2)C(=O)C1C(c1cccc(O)c1)c1c(C)[nH]n(-c2ccc(C)cc2)c1=O (stereo not given)	12%
94	CSc1nc(N)c(C#N)c(-c2ccccc2)c1C#N	0%
95	O=C1C(=O)N(C2CCCCC2)C(=O)N1C1CCCCC1	13%
96	Cc1ccc(C(=O)Nc2sc3c(c2C(=O)N2CCOCC2)CCC(C)C3)cc1 (stereo not given)	2%
97	N/C(=N\OC(=O)c1cccc(I)c1)c1ccccn1	8%
98	CCOC(=O)NN=C(/C=C/c1ccccc1)/C=C/c1ccccc1	11%
99	Cc1ccc(S(=O)(=O)CCc2nnc(NC(=O)c3ccccc3)s2)cc1	3%
100	O=C(N/N=C\C=C\c1ccco1)c1ccc(Br)cc1	14%

# More structures
entry	compound	RNase H inhibition
101	O=S(=O)(O)c1ccc(N/N=C/c2ccccc2F)cc1	4%
102	CC(=O)C(=Nc1ccc(C)cc1C)NNc1cc(C(N)=O)c(Cl)cc1Cl	70%*
103	CCCOc1ccc(C(=O)Nc2ccc(N(CC)CC)cc2)cc1	15%
104	Cc1ccc(/C=C/C(=O)Nc2cccc([N+](=O)[O-])c2)o1	15%
105	Cc1c(Cl)cccc1NC(=O)CCN(CCO)Cc1ccccc1	0%
106	O=C1C(c2ccccc2)C(c2cccs2)NC(c2cccs2)C1c1ccccc1 (stereo not given)	23%
107	COC(=O)C1CCN(C(=O)c2ccc(Cl)cc2[N+](=O)[O-])CC1	4%
108	COc1ccc(N(CC(N)=O)S(=O)(=O)c2ccccc2)cc1Cl	0%
109	O=C1NC(=O)N(c2ccc(Cl)cc2)C(=O)/C1=C\C=C\c1ccco1	9%
110	Cc1ccc2c(c1)c1c(n2C)C(NC(N)=O)CCC1 (stereo not given)	1%

# Compounds above containing fluorine (ten):
entry	compound	RNase H inhibition
5	Cc1ccccc1OCC(=O)Nc1ccc(Cl)c(C(F)(F)F)c1	0%
13	Nc1nonc1NC(=O)N/N=C\c1ccccc1F	1%
16	O=c1cc(C(F)(F)C(F)F)oc2ccccc12	0%
24	CCc1ccc(-n2c(C)cc(/C=C(\C#N)C(=O)Nc3ccc(F)cc3)c2C)cc1	10%
29	CC(C)(C)c1cc(C(F)(F)F)c2c(=O)n(-c3ccccc3)[nH]c2n1	0%
39	NC(=O)c1ccc(NC(=O)c2cc(C(F)(F)F)cc(C(F)(F)F)c2)cc1	0%
45	O=C(/C=C/c1ccccc1Cl)Nc1ccc(F)c(F)c1	20%
51	CCC1(C)CC(CCNCc2ccc(OC)c(OC)c2)(c2ccc(F)cc2)CCO1 (stereo not given)	5%
68	Cc1ccc(N2CCN(/N=C\c3ccccc3C(F)(F)F)CC2)cc1	3%
101	O=S(=O)(O)c1ccc(N/N=C/c2ccccc2F)cc1	4%

# Remaining list, next part:
entry	compound	RNase H inhibition
111	COc1cc(OC)cc(C(=O)Nc2cc(C(F)(F)F)cc(C(F)(F)F)c2)c1	14%
112	CC1=CCC2C(=O)N(c3ccc(C(=O)Nc4ccc(Cl)cc4)cc3)C(=O)C2C1 (stereo not given)	4%
113	Cc1ccc(NC(=O)c2cc3cc(Br)ccc3oc2=O)c(C)c1	11%
114	COc1cccc2cc(C(=O)N3CCN(CCO)CC3)c(=O)oc12	9%
115	Oc1[nH]c2ccccc2c1N=Nc1cccc(C(F)(F)F)c1	15%
116	Cc1nn(C(=O)C(C)N2C(=O)c3ccccc3C2=O)c(C)c1Br (stereo not given)	41%
117	CC(=O)C1=C(O)C(=O)N(c2ccc(Br)cn2)C1c1cccc([N+](=O)[O-])c1 (stereo not given)	13%
118	O=[N+]([O-])c1ccc(Cl)cc1Sc1nc2ccccc2[nH]1	8%
119	CCN(CC)C(=O)c1cc([N+](=O)[O-])cc([N+](=O)[O-])c1N	1%
120	COc1ccc(CC(=O)N2CCCc3ccccc32)cc1OC	5%
121	O=C(Nc1ccc(S(=O)(=O)N2CCCCC2)cc1)c1sc2ccccc2c1Cl	9%
122	COC(=O)c1cc(NC(=O)/C=C/c2ccccc2Cl)cc(C(=O)OC)c1	15%
123	Cc1ccc(CNC(=O)C(=O)N2CCCC2)cc1	4%
124	COc1ccccc1NC(=O)C1=C(C)NC(=O)NC1c1cc(OC)c(OC)c(OC)c1 (stereo not given)	0%
125	Nc1c(C(=O)Nc2ccccc2)nnn1Cc1ccccc1	0%
126	C=CCOc1ccc(/C=c2/sc3n(c2=O)C(c2ccc(OC)c(OC)c2)C(C(=O)OC)=C(C)N=3)cc1 (stereo not given)	0%
127	CCOC(=O)COc1ccc(/C=C2\C(=O)NC(=O)N(C)C2=O)cc1OC	0%
128	COC(=O)CN(c1c(C)cccc1C)S(C)(=O)=O	1%
129	O=C(Nc1ncc(S(=O)(=O)c2ccc([N+](=O)[O-])cc2)s1)c1ccc(Cl)cc1Cl	6%
130	O=C(O)C(=O)/C=C(\O)c1ccc(F)cc1	6%
131	C1CCCN(c2nc3nonc3nc2N2CCCCCC2)CC1	10%
132	COc1ccc(/C=C(/NC(=O)c2ccccc2)C(=O)Nc2ccc([N+](=O)[O-])cc2)cc1	35%
133	CCCCOc1ccc(C(=O)Nc2cc3nn(-c4ccccc4)nc3cc2C)cc1	7%
134	C=CCOC(=O)/C=C(\C)NC1CC(C)(C)NC(C)(C)C1	9%
